# BoNT A protease – BoNT/A light chain protease inhibitors, primary screen, biochemical, flow cytometry, MLPCN library; Botulinum neurotoxin type A light chain protease (Clostridium botulinum A str. ATCC 3502); multiplex microsphere protease substrate cleavage; inhibition, % at 10 µM; 360,000 tested, 0.17% active; AID 588499, 2011; in the data active means inhibition above about 30%; inconclusive means no clear call, values can overlap the other calls; further: plate controls were buffer without enzyme for full effect and enzyme alone for no effect
# BoNT F protease – BoNT/F light chain protease inhibitors, primary screen, biochemical, flow cytometry, MLPCN library; 360,000 tested, 0.22% active; inhibition, % at 10 µM; Botulinum neurotoxin type F light chain protease (Clostridium botulinum); Multiplex microsphere protease cleavage assay; in the data active means inhibition above about 35%, passing the limit was not always enough; inconclusive means no clear call, values can overlap the other calls; further: plate controls were buffer without enzyme for full effect and enzyme alone for no effect
# Mtb BioA inh – M. tuberculosis BioA enzyme inhibitors, primary screen, biochemical, plate reader, single point, HTS; 7,8-diaminopelargonic acid synthase BioA (Mycobacterium tuberculosis); purified M. tuberculosis BioA enzyme; inhibition, % at 9.99 µM; 360,000 tested, 0.096% active; in the data active means inhibition above about 40%; inconclusive means no clear call, values can overlap the other calls
# PrPC surface inh – inhibitors of human cell surface prion protein PrPC, primary screen, cell-based, TR-FRET; Major prion protein (Homo sapiens), P04156; TR-FRET read-out; inhibition, % at 13.8 µM; 370,000 tested, 0.43% active; AID 720596, 2013; in the data active means inhibition above about 24%; further: 0% = median of the test wells and 100% = reference compound wells
# FadD28 FP inh – inhibitors of FadD28 bisubstrate probe binding, primary screen, biochemical, fluorescence polarization, single point; Mycobacterium tuberculosis FadD28 fatty-acid-AMP ligase; 360,000 tested, 0.22% active; inhibition, % at 12.5 µM; AID 588549, 2011; in the data active means inhibition above about 8.5%, passing the limit was not always enough; inconclusive means no clear call, values can overlap the other calls
# Mtb UGM inh – M. tuberculosis UGM enzyme inhibitors, primary screen, biochemical, fluorescence polarization, single point | purified UGM, fluorescence polarization probe displacement | inhibition, % at 10 µM | 320,000 tested, 0.06% active; in the data active means inhibition above about 10%, passing the limit was not always enough; inconclusive means no clear call, values can overlap the other calls
# Target sequence (P9WIQ1 whole entry, looked up): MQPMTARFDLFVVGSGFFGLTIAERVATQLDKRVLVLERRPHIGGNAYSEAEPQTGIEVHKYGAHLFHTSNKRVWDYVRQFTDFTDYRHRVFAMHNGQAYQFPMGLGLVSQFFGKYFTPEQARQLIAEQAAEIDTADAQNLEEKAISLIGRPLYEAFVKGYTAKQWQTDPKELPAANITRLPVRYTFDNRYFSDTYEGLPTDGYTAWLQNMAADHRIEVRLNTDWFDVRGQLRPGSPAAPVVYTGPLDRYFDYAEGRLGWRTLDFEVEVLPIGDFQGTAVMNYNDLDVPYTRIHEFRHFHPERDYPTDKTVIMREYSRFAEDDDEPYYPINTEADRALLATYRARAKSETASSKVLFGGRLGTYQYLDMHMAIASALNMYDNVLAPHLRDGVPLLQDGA
# GDH-TPI inh – GDH-TPI coupling enzyme inhibitors, primary screen, artefact control for M. tuberculosis FBA inhibitor project, biochemical, absorbance, full deck; GDH-TPI coupled enzyme counterscreen, NADH absorbance; inhibition, % at 4.8 µM; 360,000 tested, 1.2% active; AID 588335, 2011;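 further: 0% = DMSO wells and 100% = wells lacking the enzyme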
# CCHFV vOTU inh – CCHFV vOTU protease inhibitors, primary screen, biochemical, Pep-AMC substrate, fluorescence; inhibition, % at 11.5 µM; 370,000 tested, 0.55% active; further: 0% = vehicle wells with enzyme and 100% = no enzyme wells
# Mtb FBA inh – Mtb FBA enzyme inhibitors, primary screen, biochemical, fluorescence, strain H37Rv; Fructose-bisphosphate aldolase (Mycobacterium tuberculosis (strain ATCC 25618 / H37Rv)), …; AID 588726, 2011; 360,000 tested, 2.3% active; purified M. tuberculosis FBA, fluorescence read-out; inhibition, % at 1 µM; in the data active means inhibition above about 27%;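 further: 0% = vehicle and 100% = reference inhibitor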
# Target sequence (P9WQA3 whole entry, looked up): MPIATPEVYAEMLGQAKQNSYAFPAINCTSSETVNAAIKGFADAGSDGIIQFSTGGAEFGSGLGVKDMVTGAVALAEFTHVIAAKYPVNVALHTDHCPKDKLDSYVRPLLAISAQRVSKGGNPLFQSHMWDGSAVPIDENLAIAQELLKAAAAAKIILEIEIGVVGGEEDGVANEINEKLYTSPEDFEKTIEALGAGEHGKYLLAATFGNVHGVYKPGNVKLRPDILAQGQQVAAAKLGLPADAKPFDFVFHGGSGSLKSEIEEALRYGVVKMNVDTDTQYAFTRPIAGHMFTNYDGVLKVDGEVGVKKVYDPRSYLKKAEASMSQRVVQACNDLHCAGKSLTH
# Starred values were filed as active, the others as inactive; ? = inconclusive; . = no result given. Unless noted, no stated cut-off is given here; in the data, active means inhibition above about 30%; inactive means the rest. Outcome played no part in choosing rows; overall some 4.8% were active at least once.
nr	SMILES	BoNT A protease	BoNT F protease	Mtb BioA inh	PrPC surface inh	FadD28 FP inh	Mtb UGM inh	GDH-TPI inh	CCHFV vOTU inh	Mtb FBA inh
1	COc1ccc(CNC(=O)COC(=O)Cc2ccsc2)cc1	0.5	-6	0.8	3	0.2	0.3	9	-10	1
2	CC(=O)NCc1nc2ccccc2n1C(C)C	0.0	0	-1.5	3	1.2	-2.0	5	-8	1
3	CCN(CC(=O)NCc1ccc(Cl)cc1)C(=O)CCc1ccccc1O	0.3	5	1.0	0	-2.6	-0.8	3	5	-1
4	CSc1ccc(C(=O)C2CCCN(C(=O)c3csc(C(C)=O)c3)C2)cc1 (configuration not stated)	0.2	-1	.	-4	0.8	4.2	2	-3	-1
5	N/C(=N/O)c1ccccc1N1CCC(Cc2ccccc2)CC1	-1.5	-19	.	8	-0.9	1.0	3	10	2
6	C=CCOC(=O)C1=C(C)NC(SCC(=O)Nc2ccc(C)c(Cl)c2)=C(C#N)C1c1ccco1 (configuration not stated)	0.1	-1	-0.8	-2	-3.1	1.7	1	4	-5
7	COc1cc(C(=O)OCCCN2CCOCC2)ccc1O	-0.8	1	0.8	-2	1.0	0.3	1	-8	1
8	COc1cc(-c2[nH]nc3c2C(c2ccoc2)C(C#N)=C(N)O3)cc(OC)c1OC (configuration not stated)	0.1	-11	-1.2	-1	-0.8	-1.8	10	11	-1
9	Cc1cc(C)n2nc(S(=O)(=O)Nc3c(Cl)cccc3Cl)nc2n1	-0.3	-3	-0.4	11	0.6	2.0	0	14	-2
10	COc1ccccc1CN(Cc1cc2cc(C)ccc2[nH]c1=O)Cc1nnnn1Cc1ccco1	0.2	-2	-2.2	0	-5.6	0.9	13	12	2
11	Cc1ccc(OCCCC(=O)Nc2ccc(S(=O)(=O)Nc3ccccn3)cc2)cc1	-0.3	-2	0.0	-4	-2.1	-0.1	-3	8	1
12	O=C(CN1CCN(Cc2ccc(Cl)cc2)C1=O)NCCCN1CCOCC1	0.1	-3	0.0	-3	-1.6	-0.1	-9	-2	0
13	CC(C)NC(=O)NC(=O)COC(=O)c1ccccc1Oc1ccccc1	-0.7	-1	0.7	2	-4.0	-0.6	-7	18	1
14	CN(Cc1nccs1)C(=O)c1ccc2nc(Cc3ccccc3F)oc2c1	-2.4	-10	6.1	1	-0.2	1.1	4	3	2
15	CCCNc1nc2c(c(=O)n(C)c(=O)n2C)n1CCc1ccccc1	-0.2	2	1.3	7	0.9	0.2	9	-11	3
16	CCOC(=O)N1CCC(NS(=O)(=O)c2ccc3c(c2)oc(=O)n3C)CC1	1.5	-1	-1.0	1	-1.5	0.6	-3	10	-3
17	CCc1nnc(NC(=O)CCC(=O)Nc2ccc(Cl)cc2)s1	0.2	2	.	-2	0.1	0.1	6	-9	-1
18	Cc1ccccc1N=C1SCCN1C(=O)CN1C(=O)NC2(CCCC2)C1=O	3.6	3	0.6	2	-2.8	3.7	-5	-2	1
19	CC(C)CNS(=O)(=O)c1ccc(CCC(=O)N2CCN(Cc3ccc4c(c3)OCO4)CC2)cc1	.	.	1.5	17	-2.2	-0.6	5	15	5
20	CC1CCCCN1C(=O)Cn1cc(C#N)c2ccccc21 (configuration not stated)	0.8	-6	-1.4	3	-3.9	0.9	-4	14	1

# Laid out differently: five of the compounds above
# Screens in order – BoNT A protease | BoNT F protease | Mtb BioA inh | PrPC surface inh | FadD28 FP inh | Mtb UGM inh | GDH-TPI inh | CCHFV vOTU inh | Mtb FBA inh
(2) CC(=O)NCc1nc2ccccc2n1C(C)C
 : 0.0 | 0 | -1.5 | 3 | 1.2 | -2.0 | 5 | -8 | 1
(3) CCN(CC(=O)NCc1ccc(Cl)cc1)C(=O)CCc1ccccc1O
 : 0.3 | 5 | 1.0 | 0 | -2.6 | -0.8 | 3 | 5 | -1
(4) CSc1ccc(C(=O)C2CCCN(C(=O)c3csc(C(C)=O)c3)C2)cc1 (configuration not stated)
 : 0.2 | -1 | . | -4 | 0.8 | 4.2 | 2 | -3 | -1
(5) N/C(=N/O)c1ccccc1N1CCC(Cc2ccccc2)CC1
 : -1.5 | -19 | . | 8 | -0.9 | 1.0 | 3 | 10 | 2
(6) C=CCOC(=O)C1=C(C)NC(SCC(=O)Nc2ccc(C)c(Cl)c2)=C(C#N)C1c1ccco1 (configuration not stated)
 : 0.1 | -1 | -0.8 | -2 | -3.1 | 1.7 | 1 | 4 | -5

# (listing goes on)
nr	SMILES	BoNT A protease	BoNT F protease	Mtb BioA inh	PrPC surface inh	FadD28 FP inh	Mtb UGM inh	GDH-TPI inh	CCHFV vOTU inh	Mtb FBA inh
21	CCC(=O)N1CCC1(C)C(=O)Nc1ncc(C)s1 (configuration not stated)	0.1	-6	-0.7	3	-1.7	.	2	-1	0
22	COc1ccc(OC)c(S(=O)(=O)N2CCN(c3ccc(F)cc3)CC2)c1	3.7	?	-0.4	-3	-2.1	3.1	6	-8	2
23	CN(Cc1ccccc1)S(=O)(=O)c1ccc(NS(=O)(=O)Cc2ccccc2)cc1	0.8	-7	-1.1	1	0.4	-1.1	16	6	-2
24	Cc1ccc(S(=O)(=O)NN2C(=O)/C(=C/c3cccc(F)c3)SC2=S)cc1	4.2	-15	0.5	-8	5.6	-0.9	22	28	1
25	O=C(COc1ccc(CO)cc1)Nc1ccc(F)cc1	-0.4	-7	0.0	6	-0.3	-0.3	8	-11	-1
26	CCOc1ccc(C(C)=O)cc1CSc1nnc(-c2cccs2)n1CC1CCCO1 (configuration not stated)	0.4	6	-0.9	-4	-3.8	-1.1	2	5	5
27	COc1ccc(/C=C\C(=O)c2c(O)ccc3c(C)cc(=O)oc23)cc1OC	0.5	-4	-1.6	-9	0.4	0.4	52*	7	5
28	O=S(=O)(NC(=NCc1ccccc1)c1ccccc1F)c1ccccc1	0.6	2	0.5	1	-4.0	-0.3	-5	9	0
29	Cc1ccc(C(C)C)c2oc(=O)cc(-c3ccc(-c4ccc(C(F)(F)F)cc4)cc3)c12	-0.4	-1	-0.4	11	-2.0	.	7	3	5
30	CCCC(c1nnnn1Cc1ccco1)N1CCN(c2cc(Cl)ccc2C)CC1 (configuration not stated)	-1.1	-4	-1.0	7	-2.7	4.3	7	8	-6
31	Cc1ccccc1S(=O)(=O)NC(=O)C1(C)CCN1C(=O)CCc1cccs1 (configuration not stated)	-0.3	-3	-1.5	2	-1.8	.	8	-3	2
32	CCOC(=O)c1c(-c2ccccc2)nnn1-c1nc(OCC)nc(N2CCCCC2)n1	-0.4	13	2.8	5	-2.2	0.8	2	12	5
33	c1ccc(C[C@H]2CN=C(Nc3ccccc3)N2CCCC2CCCC2)cc1	-0.5	-23	11	.	-1.8	-0.4	-7	.	6
34	COCCNc1nc(NCc2cc(-c3ccc(OC)cc3)no2)c2sccc2n1	-0.2	-6	1.0	2	-4.9	.	12	3	-3
35	O=C1CC(N2CCN(c3ccc(Cl)cc3)CC2)C(=O)N1c1ccccc1 (configuration not stated)	-1.5	30	-2.6	-5	-1.6	0.6	1	7	-6
36	COc1ccc(S(=O)(=O)N2CC3CCCN3c3ccc(C(F)(F)F)cc32)cc1 (configuration not stated)	-0.2	16	-4.2	4	-0.6	-0.9	11	3	0
37	NC(=O)c1nsc(C(=O)N(c2cccc(F)c2)C(C(=O)NCC2CCCO2)c2cccs2)c1N (configuration not stated)	0.3	-11	.	11	-3.5	0.0	7	-7	34*
38	Cc1cnc(NC(=O)CSc2nnc(CNc3ccc(F)cc3)n2CC2CCCO2)s1 (configuration not stated)	-1.0	-2	.	-2	-1.5	0.0	3	-6	-2
39	CSc1nc2c(c(=O)[nH]c(=O)n2C)n1CCCc1ccccc1	-0.7	-14	.	4	-0.2	-1.5	0	6	-3
40	N#C/C(=C\c1ccc[nH]1)Sc1nc2ccccc2s1	-0.3	-8	4.2	-5	-31	-1.7	23	23	2
41	CC(C)(C)CC(C)(C)c1ccc(OCC(=O)N/N=C/c2ccc(S(=O)(=O)O)o2)cc1	1.8	?	-0.7	8	-0.5	8.4	-5	-13	-2
42	Cc1ccc(S(=O)(=O)N2CCOCC2)cc1NC(=O)COc1ccc(C(=O)c2ccccc2)cc1	.	.	-0.6	1	-1.1	0.3	3	12	-1
43	O=C(Nc1cccc(S(=O)(=O)NC2=NCCCCC2)c1)c1cc(-c2ccncc2)nc2ccccc12	0.6	-11	.	-4	-4.8	4.3	2	6	1
44	CN1CCN(C(=S)c2ccc(OCC(=O)Nc3cccc(C(F)(F)F)c3)cc2)CC1	-0.5	0	3.0	0	-4.0	-2.9	-6	7	-2
45	COc1ccc(OC)c(-c2cc(C(=O)O)c3cc4ccccc4cc3n2)c1	-1.3	-2	-1.1	-6	-0.2	.	3	20	2
46	O=C(N/N=C/c1cccc(Br)c1)c1ccc(Br)cc1	-1.0	-5	.	13	-0.2	0.8	2	3	4
47	Cc1ccc(Cn2c(-c3nonc3N)nc3ccccc32)cc1	0.2	-18	-2.3	4	-1.7	.	19	8	6
48	O=C(CN(C(=O)CCC(=O)Nc1nccs1)c1ccc(F)c(Cl)c1)NCC1CCCO1 (configuration not stated)	-0.3	3	-1.2	-1	.	0.0	6	3	0
49	Cn1cnnc1Sc1cc(N2CCNCC2)ccc1[N+](=O)[O-]	-5.5	?	1.5	-23	-0.4	4.5	21	-7	-12
50	CCc1nc2ccc(C(=O)N(C)Cc3ccco3)cn2c1N(C)CCCc1ccccc1	0.0	-2	0.1	-2	-2.2	.	8	18	1
51	O=C(NCCN1CCOCC1)c1cccnc1SCc1ccccc1Cl	-0.4	-3	-0.4	6	-2.1	-1.7	-1	-5	1
52	CCOC(=O)N1CCN(C(=O)CS(=O)(=O)c2cn(Cc3ccccc3Cl)c3ccccc23)CC1	-0.3	-7	0.6	-7	-1.4	-0.2	6	3	0
53	Cc1ccc2nc(Cl)c(/C=N/NC(=O)[C@H]3C[C@@H]3c3ccccc3)cc2c1	-0.3	-4	.	0	-0.4	0.8	0	4	0
54	COc1ccc(N2C(=O)CC(N(CCc3ccc(OC)c(OC)c3)C(=S)Nc3ccccc3)C2=O)cc1 (configuration not stated)	-0.5	-1	.	-9	-2.2	-1.8	2	8	-3
55	O=C(CNS(=O)(=O)c1ccc2ccccc2c1)NCCc1ccccn1	-0.9	0	0.8	-5	-0.8	-0.7	-6	-6	1
56	Cc1ccc(CNC(=O)CN2C(=O)CSc3ccc(S(=O)(=O)N4CCCCC4)cc32)cc1	-1.0	11	4.8	9	-1.3	0.1	4	7	0
57	Cc1ccc(C2Nc3ccccc3-c3nc4ccccc4n32)o1 (configuration not stated)	-0.4	-6	-1.5	3	-6.9	-1.8	1	-130	82*
58	CCOC(=O)C1=C(C)N(C[C@@H]2CC[C@@H](Cc3ccc(-c4ccccc4)cc3)O2)C(=O)NC1c1ccc(C(F)(F)F)cc1 (some centres not stated)	-0.1	2	-0.8	-2	0.1	.	8	6	-2
59	CCOc1ccccc1Oc1nc(-c2ccccc2O)nc2ccccc12	-0.5	4	-1.2	-9	-3.4	-1.0	-4	-6	1
60	C[C@@H](C(=O)OCC(=O)Nc1cc(S(=O)(=O)N2CCOCC2)ccc1Cl)N1C(=O)C2CCCCC2C1=O (some centres not stated)	0.4	3	-0.7	3	-1.0	3.5	12	0	0
61	CCOC(=O)Cc1csc(NC(=O)COc2cc(C)cc(C)c2)n1	0.0	-3	.	3	-3.1	-2.3	-10	17	-1
62	CCCCCCCCC(=O)N1CCN(c2cc3c(cc2F)c(=O)c(C(=O)O)cn3CC)CC1	0.4	16	-3.4	-1	0.7	0.7	0	-7	20
63	COc1ccccc1N1CCN(C2CCCN(C(=O)CCN3CCCCO3)C2)CC1 (configuration not stated)	-2.1	5	0.5	-1	1.6	2.1	6	9	-2
